# LMP1 NFkB inh = reduces LMP1-driven NF-kappaB luciferase signal; LMP1-induced NF-kappaB luciferase reporter cells, luminescence; inhibition, % at 12.5 µM; 350,000 compounds, 0.69% hits; AID 504558; in the data active = inhibition above about 41%;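 note: 0% = neutral control wells and 100% = reference inhibitor control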
# TWEAK Fn14 block = inhibitors of TWEAK-Fn14 interaction signaling; AID 1159606; 360,000 compounds, 2% hits; TWEAK-stimulated Fn14 reporter cells, luciferase luminescence, 8 h; inhibition, % at 10 µM; in the data active = inhibition above about 50%
# LRH-1 inv ag = NR5A2 inverse agonism in reporter assay | inhibition, % at 3.6 µM | 360,000 compounds, 0.13% hits | HEK293T StAR-luciferase reporter, LRH-1 transfected, 24 h;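 active = inhibition above the mean inhibition of all tested compounds plus 3 SD, cut at about 73% in these data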;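 note: 0% = DMSO wells and 100% = reporter-only cells lacking LRH-1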
# Target sequence (O00482 whole entry, looked up): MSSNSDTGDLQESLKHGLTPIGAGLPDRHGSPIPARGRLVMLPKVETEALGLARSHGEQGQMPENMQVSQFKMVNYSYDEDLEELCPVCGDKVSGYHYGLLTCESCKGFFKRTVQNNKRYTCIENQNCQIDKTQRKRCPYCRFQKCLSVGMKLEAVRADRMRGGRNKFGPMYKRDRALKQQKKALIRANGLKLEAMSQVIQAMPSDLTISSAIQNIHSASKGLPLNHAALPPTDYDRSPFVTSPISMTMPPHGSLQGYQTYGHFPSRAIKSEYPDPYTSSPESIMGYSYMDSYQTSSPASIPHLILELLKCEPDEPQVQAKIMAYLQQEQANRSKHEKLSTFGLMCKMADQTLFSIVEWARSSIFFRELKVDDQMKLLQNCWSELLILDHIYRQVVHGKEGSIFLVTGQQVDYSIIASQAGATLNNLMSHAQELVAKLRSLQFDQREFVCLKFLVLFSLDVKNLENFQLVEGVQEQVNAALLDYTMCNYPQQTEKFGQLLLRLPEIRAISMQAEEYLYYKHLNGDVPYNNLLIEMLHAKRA
# C8 TRAIL sens = sensitizes caspase-8 expressing cells to TRAIL; NB7+C8 cells + TRAIL, ATPlite viability luminescence; inhibition (viability loss, TRAIL sensitization), % at 10 µM; 360,000 compounds, 1% hits; AID 624354;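 active = compounds causing at least 50% loss of cell viability in the single-dose screen, relative to plate controls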
# Shn3 3UTR inh = inhibitors of Schnurri-3 3'UTR reporter in osteoblasts | Clone20 osteoblast Shn3 3'UTR firefly luciferase, 24 h | inhibition, % at 12.5 µM | 360,000 compounds, 0.52% hits | AID 588674;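 active = mean inhibition of at least 75% with every replicate also reaching 75%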;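 note: 0% = median of neutral control wells and 100% = pilot-screen positive control compound; some compounds past the cut are filed as inactive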
# NCOA3 inh = human NCOA3 inhibition | inhibition, % at 3.6 µM | AID 588352 | HEK293 GAL4-SRC3 luciferase reporter, luminescence | 360,000 compounds, 0.17% hits | Q9Y6Q9;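 active = inhibition above a per-campaign cutoff, the mean of all compounds plus 3 SD, cut at about 60% in these data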;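 note: 0% = DMSO-treated cells and 100% = gossypol-treated cells at 36 µM; higher means less SRC3-driven luciferase light from the GAL4 reporter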
# COUP-TFII inh = NR2F2 (human) inhibition, primary screen; HEK293T NGFI-A luciferase reporter, luminescence; P24468; inhibition, % at 8.6 µM; 370,000 compounds, 0.7% hits;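 active = inhibition above a per-plate cutoff, mean inhibition of test wells between control levels plus 3 SD, cut at about 38% in these data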;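 note: cells cotransfected with COUP-TFII expression vector driving the NGFI-A reporter; 0% = median of COUP-TF2 test wells and 100% = reporter-only cells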
# Target sequence (P24468 whole entry, looked up): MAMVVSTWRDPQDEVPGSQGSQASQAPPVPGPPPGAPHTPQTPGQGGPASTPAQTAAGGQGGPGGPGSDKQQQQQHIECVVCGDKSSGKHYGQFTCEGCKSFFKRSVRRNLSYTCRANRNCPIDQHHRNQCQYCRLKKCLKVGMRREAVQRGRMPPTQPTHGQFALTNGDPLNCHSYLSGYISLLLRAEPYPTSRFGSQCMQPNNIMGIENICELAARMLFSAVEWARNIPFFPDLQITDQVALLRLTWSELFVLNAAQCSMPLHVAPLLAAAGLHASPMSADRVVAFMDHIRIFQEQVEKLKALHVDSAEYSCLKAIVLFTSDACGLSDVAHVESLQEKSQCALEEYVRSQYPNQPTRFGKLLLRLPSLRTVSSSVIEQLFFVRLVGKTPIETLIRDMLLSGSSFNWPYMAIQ
# KKLEB tox = reduces viability of KKLEB cystic fibrosis airway cells; KKLEB CF airway cells viability, ATPlite luminescence, overnight; stronger effect = lower value; cells stimulated with P. aeruginosa culture filtrate; activity change (cytotoxicity), % at 5 µM; 360,000 compounds, 0.36% hits;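 active = corrected activity change at or below -50% at 5 µM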
# TROY signal inh = TROY signaling inhibition; Q293 LMP1-TROYcd NF-kB luciferase reporter, 4 h; inhibition, % at 10 µM; 360,000 compounds, 0.98% hits;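 active = compounds whose plate-normalised and pattern-corrected inhibition of the luciferase reporter signal at the single screening dose is 50% or more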
# CF NFkB inh = cystic fibrosis NF-kB activation inhibition; KKLEB NF-kB-GFP reporter, PAF-induced, GFP fluorescence overnight; inhibition, % at 5 µM; 360,000 compounds, 0.86% hits;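 active = at least 50% inhibition at 5 µM, scaled per plate between neutral and stimulator controls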;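 note: PAF is a Pseudomonas aeruginosa culture filtrate used as stimulus; plate controls were PAF-stimulated DMSO wells for no effect and unstimulated DMSO wells for full effect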
# SRC1 inh = inhibits human SRC1 coactivator. inhibition, % at 3.6 µM. HEK293 GAL4-SRC1 luciferase reporter, luminescence. AID 588354. 360,000 compounds, 0.12% hits. Q15788;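 active = inhibition above the campaign mean plus 3 SD, with each screening campaign given its own cutoff, cut at about 60% in these data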;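 note: 0% = DMSO treated cells and 100% = gossypol at 36 µM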
# * = called active by the depositor; / = not tested or not shown.
SMILES,LMP1 NFkB inh,TWEAK Fn14 block,LRH-1 inv ag,C8 TRAIL sens,Shn3 3UTR inh,NCOA3 inh,COUP-TFII inh,KKLEB tox,TROY signal inh,CF NFkB inh,SRC1 inh
CCOc1cc(C)c(S(=O)(=O)NCCCn2ccnc2)cc1C,5,12,15,0,21,13,35,-6,10,12,24
Cc1ccc(CN2CCNC(=O)C2CC(=O)NC2CCCCCC2)o1 (stereo not given),-4,-19,5,8,13,-2,-4,3,16,14,-1
COC(=O)[C@]12CCCCC=C1N(Cc1ccc(Cl)cc1Cl)C(=O)[C@H](CC(=O)NCc1cccs1)C2,/,13,8,3,/,/,1,/,19,/,/
COc1ccc(/C=N/NC(=O)c2ccc(CN3C(=O)c4cccc5cccc3c45)cc2)cc1O,-5,9,3,6,-4,9,4,16,-9,-44,-5
COc1ccc(NC(C)=O)cc1S(=O)(=O)NC(Cc1ccccc1)C(=O)NCc1ccccc1C (stereo not given),-5,-2,-5,-3,-14,-16,4,-9,13,0,-14
COc1ccccc1CNCC(O)(c1ccc(F)cc1)c1ccc(F)cc1,10,30,7,21,48,13,19,-13,-12,13,-5
CCn1c(SC(=O)NC2CCCCC2)nnc1-c1cccs1,-6,26,-14,1,79,-13,-1,-8,-38,40,-13
COCc1ccc(CN2CCCC(CO)(Cc3cccc(Cl)c3)C2)o1 (stereo not given),1,-10,-1,0,24,25,-4,6,3,-15,7
CCOc1ccc(NC(=S)N2CCC(C(N)=O)CC2)cc1,2,11,0,-7,7,13,-11,-8,4,-12,-1
CC1=Nc2cc(C(=O)NCCCN3CCN(C)CC3)ccc2Sc2ccc(C)cc21,0,-7,-14,-3,4,10,6,2,-2,14,14
O=C(CC1c2ccccc2C=C(c2ccsc2)N1c1ccc(-c2cccnc2)cc1)C1CC1 (stereo not given),/,-11,13,6,/,/,-12,/,-44,/,/
CC(C)NC(=O)NC(=O)COC(=O)/C=C/c1ccc2c(c1)OCO2,-1,3,-1,-3,-6,7,-4,-6,0,8,-1
CCCN1C(=O)/C(=C/c2ccc(N3CCOCC3)cc2)NC1=S,-2,12,13,6,11,4,9,-6,-11,-13,-8
COc1ccc(CCNC(=O)c2nnn(CC(=O)Nc3ccccc3)c2N)cc1OC,2,3,-7,-2,-2,23,17,-1,22,7,-6
Cc1ccc(NC(=O)CCc2nc3ccccc3c(=O)[nH]2)cc1S(=O)(=O)N1CCOCC1,2,-6,-5,-5,-4,-12,-20,-1,-25,-25,4
Cc1ccc(C(=O)Nc2ncc(Cc3ccccc3)s2)o1,-9,66*,15,57*,-60,24,-27,-14,-5,-9,-56
COc1ccc(Cl)cc1C(=O)NNC(=O)COC(=O)c1ccc(Br)o1,-4,1,-2,-3,-35,-3,-4,-1,-1,-67,12
O=C(CSc1nc(-c2ccco2)cc(C(F)(F)F)n1)NCC1CCCO1 (stereo not given),2,1,6,0,4,13,24,9,-16,-2,-15
Cn1c(=O)c2c(ncn2CC(N)=O)n(C)c1=O,-1,2,1,-10,9,9,12,0,13,-1,-17
COc1ccc(C(=O)N2CCC2(C)C(=O)O)cc1F (stereo not given),/,21,-5,0,-26,1,-2,-14,-1,20,4
O=[N+]([O-])c1ccc(N(CC(O)CN2CCCCC2)S(=O)(=O)c2ccccc2)cc1 (stereo not given),3,10,-2,8,16,-34,5,0,-2,-6,20
Cc1nc2cc(NC(=O)Nc3ccccc3Cl)ccc2n1C,14,59*,-110,73*,2,-53,-50,-18,34,-37,-85
CC(C)=C(NC(=O)c1ccccc1Br)C(=O)NCCc1nc2ccccc2[nH]1,1,2,17,4,-7,10,-29,-4,-13,-4,9
COc1ccc(OCCSc2nc(-c3ccccc3)cc(=O)[nH]2)cc1,3,3,5,-6,-8,14,22,2,-2,-8,-26
O=C(NCCO)c1cc2ccccc2cc1O,15,12,6,-18,-21,11,-15,1,-2,2,-5
CC(C(=O)N1CCOCC1)c1ccccc1 (stereo not given),7,5,8,-12,-8,17,-15,12,6,-6,1
CC1(C(=O)N(CC(=O)NC2CCCC2)Cc2ccc(Cl)cc2)CC(=O)N=C2C=CC=CN21 (stereo not given),-6,15,8,-1,-5,7,-3,3,-9,-4,-11
CCOC(=O)c1c(Cl)c(C)nn1-c1nc(OC)cc(OC)n1,1,-13,-4,2,-3,-4,-4,-1,10,-15,-15
C[C@@H]1CCC2[C@](C)(CO)[C@@H](O)CC[C@]2(C)[C@@]12CC[C@@](CO)(CC(=O)O)O2 (stereo not given in full),0,25,-9,-2,-9,1,11,-7,-1,15,3
CC[C@H](C)/C=C/C1=CC2=C(Cl)C(=O)[C@@]3(C)OC(=O)C(C(=O)[C@H](C)[C@@H](C)O)=C3C2=CO1,2,-1,5,9,2,-1,/,15,8,-12,-10
O=C1Nc2ccc(S(=O)(=O)NCC3CCCO3)c3cccc1c23 (stereo not given),-3,16,0,-2,17,9,15,2,1,-8,1
COc1ccc(C(=O)c2ccc(CC#N)s2)cc1,-13,-13,-56,-3,/,-45,-34,-7,-38,-2,-41
CCCCC[C@H](C)N1C[C@@H](COCc2ccccc2)Oc2cc(N3CC[C@@H](O)C3)ccc2S1(=O)=O,/,3,-3,-10,/,/,5,/,13,/,/
COc1cccc(-c2cc(CNC(=O)[C@H]3O[C@@H](n4ccc(N)nc4=O)[C@H](O)[C@@H]3O)no2)c1,/,-21,8,-15,-2,-13,-3,-8,-29,9,-1
CCOc1ccc(-n2c(-c3ccc(Cl)cc3)c[n+]3c2SCC3)cc1,9,-5,30,36,68,26,17,0,1,-22,0
O=C(Nc1ccc(S(=O)(=O)NCc2ccccc2)cc1)C1CCCCC1,4,-2,22,2,12,13,22,17,9,-15,-6
O=C(/C=C/c1ccc2ccccc2n1)N1CCN(S(=O)(=O)c2ccc(F)cc2)CC1,23,17,12,11,17,1,28,-2,-1,30,-2
COc1ccc(CNC(=O)C(c2ccncc2)N(C(=O)Cc2cccs2)c2ccc(C)cc2)cc1 (stereo not given),5,3,-9,-9,-3,2,-13,4,-63,4,-9
COc1ccc(OC)c(/C=N\Nc2nccs2)c1,-12,0,20,-15,4,10,-8,-2,6,-19,7
CCCc1c(C(=O)N/N=C/c2c[nH]c3ccccc23)nnn1-c1nonc1N,-17,29,22,14,-3,-7,-15,-2,9,7,0
COc1nc(N)c(S(=O)(=O)c2ccccc2C)cc1C#N,-1,6,8,-13,5,3,6,0,-5,11,6
COc1ccc(NC(=O)Cn2nnc(C(=O)NCc3ccco3)c2N)c(OC)c1,13,9,6,12,-4,9,-7,-10,5,23,-36
O=C(CSc1ccc(-c2cccs2)nn1)c1cccs1,-19,-21,-25,5,-54,-55,-27,-13,-54,-2,-68
CCOC(=O)c1sc2ncnc(Nc3cccc(C(=O)O)c3)c2c1C,5,-7,-1,-23,-1,-3,-16,13,-3,-6,-6
CCOc1ccc(S(=O)(=O)N/N=C(\C)c2ccc(Cl)c(Cl)c2Cl)cc1,1,-9,12,-10,-7,11,-7,-3,21,-5,-8
O=C(NCC1c2ccccc2CCN1C(=O)CN1C(=O)c2ccccc2C1=O)C1CCCCC1 (stereo not given),-1,-4,16,-1,5,6,9,6,-9,-1,7
CCC(C)[C@H](NC(=O)N1CCCC1)C(=O)OC (stereo not given in full),-7,18,14,-2,-10,6,3,-5,-2,1,-7
O=C(Nc1cc([N+](=O)[O-])ccc1C(=O)NCCN1CCOCC1)c1ccccc1,-3,-14,8,0,3,-7,-4,7,-14,-39,-14
CCCn1nc(NC(=O)CC)c2cc3cccc(C)c3nc21,36,20,6,-10,15,3,-10,11,20,-17,-39
COc1ccc(NC(=S)NCc2ccc(F)cc2)cc1,10,-10,-6,9,-3,-5,6,17,-12,3,-4
COc1ccccc1N1CCN(CCCCCCOc2ccc(F)cc2)CC1,-3,5,10,3,14,7,8,-4,43,-4,10
COc1ccc2c(c1)C(=O)CC(c1ccc(OC)c(OC)c1)O2 (stereo not given),-2,-4,12,6,28,-5,0,-1,9,12,-4
NC(=O)CN1C(=O)NC2(CCCc3ccccc32)C1=O (stereo not given),-1,1,-10,5,-3,3,10,16,7,-22,-7

# Grouped by structure: those above with a Cl atom
SMILES,LMP1 NFkB inh,TWEAK Fn14 block,LRH-1 inv ag,C8 TRAIL sens,Shn3 3UTR inh,NCOA3 inh,COUP-TFII inh,KKLEB tox,TROY signal inh,CF NFkB inh,SRC1 inh
COC(=O)[C@]12CCCCC=C1N(Cc1ccc(Cl)cc1Cl)C(=O)[C@H](CC(=O)NCc1cccs1)C2,/,13,8,3,/,/,1,/,19,/,/
COCc1ccc(CN2CCCC(CO)(Cc3cccc(Cl)c3)C2)o1 (stereo not given),1,-10,-1,0,24,25,-4,6,3,-15,7
COc1ccc(Cl)cc1C(=O)NNC(=O)COC(=O)c1ccc(Br)o1,-4,1,-2,-3,-35,-3,-4,-1,-1,-67,12
Cc1nc2cc(NC(=O)Nc3ccccc3Cl)ccc2n1C,14,59*,-110,73*,2,-53,-50,-18,34,-37,-85
CC1(C(=O)N(CC(=O)NC2CCCC2)Cc2ccc(Cl)cc2)CC(=O)N=C2C=CC=CN21 (stereo not given),-6,15,8,-1,-5,7,-3,3,-9,-4,-11
CCOC(=O)c1c(Cl)c(C)nn1-c1nc(OC)cc(OC)n1,1,-13,-4,2,-3,-4,-4,-1,10,-15,-15
CC[C@H](C)/C=C/C1=CC2=C(Cl)C(=O)[C@@]3(C)OC(=O)C(C(=O)[C@H](C)[C@@H](C)O)=C3C2=CO1,2,-1,5,9,2,-1,/,15,8,-12,-10
CCOc1ccc(-n2c(-c3ccc(Cl)cc3)c[n+]3c2SCC3)cc1,9,-5,30,36,68,26,17,0,1,-22,0
CCOc1ccc(S(=O)(=O)N/N=C(\C)c2ccc(Cl)c(Cl)c2Cl)cc1,1,-9,12,-10,-7,11,-7,-3,21,-5,-8

# Only part of the results is shown, so the mix of outcomes need not match the whole.
